Screening results from PubChem.
EPAC2 agonist: EPAC2 (human) agonism; 0.079% of 360,000 active; Potency, µM (doses to about 154 µM), for the others: at the highest dose activation, hits mostly activators; Q8WZA2; EPAC2 activation, biochemical qHTS; response scale: 100% = 6.5 mM cAMP response; AID 720711; note: potency is the fitted concentration of half-maximal effect; nearly all actives have a fitted effect of over 50% in size
Target sequence (Q8WZA2 whole entry, looked up): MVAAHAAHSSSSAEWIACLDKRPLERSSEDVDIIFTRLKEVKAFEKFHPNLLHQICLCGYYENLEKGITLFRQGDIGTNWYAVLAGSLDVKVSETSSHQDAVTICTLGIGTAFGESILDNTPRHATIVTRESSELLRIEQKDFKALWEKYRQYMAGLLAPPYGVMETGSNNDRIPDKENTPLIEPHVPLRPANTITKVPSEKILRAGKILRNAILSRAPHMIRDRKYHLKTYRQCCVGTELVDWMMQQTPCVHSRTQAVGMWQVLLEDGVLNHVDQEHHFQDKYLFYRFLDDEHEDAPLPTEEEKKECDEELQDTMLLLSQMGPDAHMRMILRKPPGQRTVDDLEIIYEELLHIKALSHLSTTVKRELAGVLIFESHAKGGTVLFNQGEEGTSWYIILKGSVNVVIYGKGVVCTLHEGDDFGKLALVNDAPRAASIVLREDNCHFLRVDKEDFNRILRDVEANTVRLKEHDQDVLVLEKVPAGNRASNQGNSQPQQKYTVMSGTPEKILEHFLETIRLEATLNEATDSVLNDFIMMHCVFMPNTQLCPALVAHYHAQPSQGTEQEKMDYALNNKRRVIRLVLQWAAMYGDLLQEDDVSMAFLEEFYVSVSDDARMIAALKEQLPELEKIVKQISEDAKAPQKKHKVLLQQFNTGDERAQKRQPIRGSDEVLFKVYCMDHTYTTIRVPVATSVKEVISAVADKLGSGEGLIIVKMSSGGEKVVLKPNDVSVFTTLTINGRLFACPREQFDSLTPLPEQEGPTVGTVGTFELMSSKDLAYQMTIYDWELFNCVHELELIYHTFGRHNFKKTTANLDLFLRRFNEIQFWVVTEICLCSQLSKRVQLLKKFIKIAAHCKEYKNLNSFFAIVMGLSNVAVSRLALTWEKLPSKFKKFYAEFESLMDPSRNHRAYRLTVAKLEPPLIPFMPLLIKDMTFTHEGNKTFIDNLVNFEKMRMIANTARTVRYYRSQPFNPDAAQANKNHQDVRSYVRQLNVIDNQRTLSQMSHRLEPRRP
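qHTS, titration series. 100 nM EPAC2 / 250 nM Rap1B-BODIPY-GDP / 50 uM GDP; RT; ex 480/em 540 nm, 5-min reads to 30 min. Norm. to 6.5 mM cAMP = activation.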
PLK1 PBD inh: inhibitors of human PLK1 polo-box domain binding; 2.8% of 360,000 active; Plk1 PBD binding of FITC phosphopeptide, fluorescence polarization; Potency, µM, without a hit: max response, negative = inhibition, usual class: inhibitors; note: potency is the fitted concentration of half-maximal effect; series mostly up to about 57 µM; % is set by controls: 0 for no effect and ±100 for the full control effect; nearly all actives have a fitted effect of over 65% in size
PI5P4K alpha inh: blocks human PI5P4K alpha kinase activity | P48426 | PI5P4Kalpha enzyme, ADP-Glo luminescence, 60 min; hits give low values | max response, % | 1.2% of 330,000 active; active = max response of -50% or lower; inconclusive = between -30% and -50%; inactive = -30% or higher; note: value at the top dose of about 77 µM; % is set by controls: 0 for no effect and ±100 for the full control effect
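ADP-Glo luminescence end-point after a 60 min room-temperature kinase reaction. PI5P4Kalpha and substrate in HEPES pH 7.4 buffer with EGTA, 0.1% CHAPS and 5% DMSO; ATP at 5 microM final.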
WRN inhibitor: WRN helicase (human) inhibition. Q14191. WRN helicase unwinding, fluorescent forked duplex, kinetic. Potency, µM (top dose mostly 114 µM), for the others: at the highest dose activity change, negative = inhibition, hits mostly inhibitors. 0.46% of 360,000 active. AID 651768; note: potency is the fitted concentration of half-maximal effect; % is set by controls: 0 for no effect and ±100 for the full control effect; nearly all actives have a fitted effect of over 55% in size
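Screening of the MLSMR collection measured strand separation of a quenched forked DNA duplex (100 nM) by 20 nM WRN with 2 mM ATP, all final. Compounds were preincubated with enzyme 15 min at room temperature.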
CCT chaperon mod: modulators of cytosolic chaperonin (CCT/TRiC) activity; purified chaperonin ATPase assay, HTRF ADP detection, 30 min; 0.3% of 360,000 active; activity change, % (test concentration not listed), hits read low; in the data active = activity change below about -30%; note: % is set by controls: 0 for no effect and ±100 for the full control effect
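ATPase activity: ADP formed was measured by HTRF Transcreener (665/615 nm ratio) after 30 min at 37 deg C with 10 uM ATP. Compounds screened at one 76 uM concentration against 40 or 20 nM TRiC in Tris pH 7.4/KCl/MgCl2/DTT buffer.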
EPAC1 antag: blocks human EPAC1 exchange factor; O95398; EPAC1 GEF assay, Rap1b-BODIPY-GDP exchange fluorescence; Potency, µM (series often up to 115 µM), for inactives: top-dose activity change, negative = inhibition, hits mostly inhibitors; 0.14% of 360,000 active; AID 720709;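 note: potency is the fitted concentration of half-maximal effect; plate controls were vehicle for no effect and positive control for full effect; nearly all actives have a fitted effect of over 50% in size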
EPAC1 ag: EPAC1 (human) agonism; O95398; EPAC1 agonist qHTS, biochemical assay; response scale: 100% = response to 6.5 mM cAMP; Potency, µM (top dose mostly 154 µM), for inactives: at the highest dose activation, hits mostly activators; 0.073% of 360,000 active; note: potency is the fitted concentration of half-maximal effect; nearly all actives have a fitted effect of over 60% in size
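Nucleotide exchange assay: 100 nM EPAC1 with 250 nM Rap1B loaded with BODIPY-GDP and 50 uM GDP, room temperature. Fluorescence (480/540 nm) read every 5 min for 30 min; signal change normalized to 6.5 mM cAMP as full agonist.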
IL2 activator: activates IL-2 in a cell-based reporter assay. 0.065% of 360,000 active. IL-2 activation reporter assay, cell-based qHTS; stimulated with anti-CD3/CD4/CD28 beads; in transgenic mouse T cells. activation, % (series mostly up to about 46 µM). AID 652025; in the data active = activation above about 50%; inconclusive = mostly about 30% to 49%; note: 0% is about no effect
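Unstimulated transgenic mouse T cells; 60-min compound exposure; bead-based TCR/CD4/CD28 stimulation; 18 h culture, 37 degrees C; dual fluorescence (EGFP, DsRed) plate cytometry.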
* hit, by the source's call; ? = inconclusive; · = not tested or not shown; [ ] = remark or other dose. Unless noted, calls come from the whole dose curve; as a rule, active = well fitted curve in the direction sought with a large enough effect; inconclusive = small, poorly fitted or top-dose-only effect, or another doubt; inactive = no such curve, though single readings can be large; an effect the other way counts as inactive or inconclusive. These rows are one share of the data; rates above refer to the full screens.

SMILES	EPAC2 agonist	PLK1 PBD inh	PI5P4K alpha inh	WRN inhibitor	CCT chaperon mod	EPAC1 antag	EPAC1 ag	IL2 activator
CC(C)CN(C(=O)COC(=O)/C=C/c1ccc(Cl)c(Cl)c1)c1c(N)n(Cc2ccccc2)c(=O)[nH]c1=O	-5%	-3%	0	7%	-1.6	-6%	2%	-3.1
C[C@H](NC(=O)c1ccc(C(C)(C)C)cc1)C(=O)N1CCC2(CC1)NCCc1[nH]cnc12	7%	?	-3	0%	-2.5	7%	7%	-0.4
COc1ccc(-c2noc(CCC(=O)NCCCN3CCN(c4ccccc4F)CC3)n2)cc1	9%	-6%	1	-9%	-2.3	0%	9%	0.1
COC(=O)c1ccc(C)cc1	9%	-2%	7	-9%	0.5	14%	-6%	-1.8
Cc1ccc(S(=O)(=O)N2CCC(NC(=O)c3cccc(F)c3)CC2)cc1	7%	-13%	0	6%	1.8	-1%	-3%	-0.2
CCOC(=O)c1c(-c2ccc(C)cc2)csc1NC(=O)c1cc2ccccc2oc1=O	0%	6%	5	0%	1.6	15%	-2%	6.3
CCN(CC)S(=O)(=O)c1ccc(C(=O)NCc2ccc3[nH]c4c(c3c2)CCCC4)cc1	4%	-4%	10	-8%	0.3	10%	4%	-1.2
COc1ccc(C(=O)N/C(=C\c2ccccc2)C(=O)N2CCOCC2)cc1	4%	4%	3	-12%	-0.4	-11%	-1%	-1.1
Cc1cc(C)n2c(=S)[nH]nc2n1	-12%	3.4µM*	-76*	56µM*	-1.5	8%	5%	-3.9
COc1ccc(NC(=O)CCS(=O)(=O)c2cccc3nonc23)cc1	14%	-9%	8	-2%	1.4	5%	9%	-0.7
COc1ccc(CCNC(=O)CN(c2ccccc2OC)S(C)(=O)=O)cc1OC	3%	-4%	·	3%	0.8	13%	0%	-1.2
Cc1ccc(S(=O)(=O)NC2CCSC2=O)cc1C (stereo not given)	1%	5%	-5	-8%	-3.3	-10%	4%	0.8
Cc1ccccc1CS(=O)(=O)c1nnc([C@H](CC(C)C)NC(=O)OC(C)(C)C)o1	0%	8.9µM*	·	-33%	-1.7	-6%	-1%	-4.7
COc1ccc(CCNCc2cc3ccc(C)cc3[nH]c2=O)cc1OC	10%	-14%	-1	4%	-0.5	?	4%	-4.3
O=C(NCc1ccccc1C(F)(F)F)C1CC(c2ccccc2[N+](=O)[O-])=NO1 (stereo not given)	7%	-7%	0	-7%	-1.8	-12%	-21%	2.3
Cc1[nH]c(C)c(S(=O)(=O)N2CCN(c3cccc(Cl)c3)CC2)c1C(=O)N1CCCCC1	6%	6%	2	-1%	0.2	-5%	-3%	-0.2
CC1=NN(C(N)=S)C(=O)C1N=Nc1ccccc1Cl (stereo not given)	-2%	-30%	-5	0%	2.5	20%	2%	0.8
COc1ccc(N(CCN2C(=O)c3ccccc3C2=O)C(=O)c2cccc([N+](=O)[O-])c2)cc1	4%	6%	0	0%	2.1	-17%	2%	-0.1
COc1ccc(OC)c(NC(=O)COC(=O)Cn2nnc(-c3ccccc3)n2)c1	-2%	0%	-5	-2%	0.1	0%	5%	0.3
COc1ccc(CCN(C)C(=O)c2cc(S(=O)(=O)N3CCCCC3)ccc2Cl)cc1OC	14%	-9%	-3	5%	-0.3	-5%	14%	0.5
CCCNC(=O)N[C@H]1C=C[C@H](CC(=O)NC2CCCCC2)O[C@@H]1CO	-4%	-15%	4	-5%	·	-23%	7%	0.6
COc1ccc(CN(C)C(=O)c2cc(-c3ccccc3)nc3ccc(C)cc23)c(OC)c1OC	15%	3%	10	-23%	-1.3	-1%	1%	-6.3
COc1ccc(-c2nc3c(s2)CCc2onc(-c4ccc(OC)cc4)c2-3)cc1	2%	-7%	31	-1%	-0.3	-9%	3%	-0.2
COc1cccc(OC)c1C(=O)NC(=S)Nc1ccc2c(c1)OCCO2	-1%	-22%	-7	-10%	-1.8	-6%	5%	1.0
CCOc1ccccc1CSc1nc2ccccc2[nH]1	2%	-10%	6	-6%	1.7	-3%	7%	-3.3
CC(C)(C)OC(=O)N1CCCC1C(=O)NCCc1ccccc1 (stereo not given)	-6%	-8%	0	-10%	1.4	12%	1%	1.0
CCN(CC)c1ccc(/C=N/NC(=O)CNC(=O)C2COc3ccccc3O2)c(O)c1 (stereo not given)	6%	3%	0	-12%	1.0	-7%	13%	1.1
S=C1NCCOCCNC(=S)NCCOCCOCCN1	-5%	-3%	0	3%	0.2	0%	-2%	-1.8
COc1ccc(CC(=O)Nc2ccc(C(=O)NC(C)(C)C)cc2)cc1	-10%	4%	2	-2%	2.0	12%	-34%[inhibitor]	0.6
COc1cccc(NC(=O)Nc2cccc(C(=O)O)c2)c1	4%	-8%	7	-31%	0.1	-14%	6%	-0.6
Cc1cccnc1NC(=O)CCCNC(=O)c1ccc(Cl)cc1	9%	-1%	-4	0%	-0.5	-2%	1%	-1.1
COCCn1c(SCC(=O)NC2CCCCC2C)nnc1-c1ccncc1 (stereo not given)	-4%	0%	4	4%	0.1	6%	4%	0.0
CCCCN1C(=O)C(CC(=O)NCc2cccc3ccccc23)CC(C(=O)N(C)C)=C1C (stereo not given)	5%	-5%	1	-1%	-1.9	4%	-9%	-2.1
CCOc1cc(N2CCOCC2)c(OCC)cc1NC(=O)c1ccc(NC(C)=O)cc1	12%	-10%	-4	6%	-0.5	-7%	2%	-4.0
NC(=O)C(=O)N/N=C/c1c(F)c(F)c(F)c(F)c1F	2%	-5%	0	-5%	-3.6	2%	10%	0.9
COc1cc(Cl)c(C)cc1Nc1ncccn1	8%	-9%	11	-6%	2.1	-7%	-6%	-4.8
CSC1=NC(C(Cl)(Cl)Cl)N=C(c2ccc(C)cc2)N1 (stereo not given)	6%	-8%	-5	-2%	2.4	2%	-6%	3.7
Cc1ccc(C)n1-c1ccc(C(=O)Nc2ccccc2)cc1	27%	-10%	-13	1%	0.7	-6%	7%	-0.5
COc1ccccc1/C=C/C=N/NC(=O)c1ccc(=O)n(C)c1	-7%	30µM*	1	-23%	-3.1	2%	0%	-0.4
COc1ccc(NC(=O)C(c2ccc(OC)cc2)N(C)C(=O)CC2NC(=O)NC2=O)cc1 (stereo not given)	0%	7%	0	-12%[57.1 µM]	0.7	20%	-7%	-0.3
CCCCNC(=O)[C@H](Cc1c[nH]c2ccccc12)NC(=O)c1ccccc1Cl	6%	-1%	0	-7%	2.5	-4%	-2%	-3.5
O=C(N/N=C\C=C\c1ccc2c(c1)OCO2)C1COc2cc3ccccc3cc2O1 (stereo not given)	18%	-10%	-4	-4%	0.0	-9%	-1%	1.3
C=CCOC(=O)Nc1nc(CCNC(=O)OCc2ccccc2)c(C(=O)O)s1	2%	-5%	-7	-7%	·	7%	8%	-0.8
O=C(Cn1cnc2ccccc2c1=O)Nc1ccc2c(c1)CCC2	0%	0%	·	-1%	1.7	10%	1%	-1.5
Cc1nn(C(C)(C)C)c(N)c1-c1ccccc1	0%	-13%	6	-16%	-0.9	6%	2%	-0.8
C=CCN(c1ccc(C(=O)Nc2ccc3c(c2)n(C)c(=O)n3C)cc1)S(C)(=O)=O	7%	5%	4	-11%	0.0	8%	-3%	-1.1
N/C(COc1cccc(Cl)c1)=N\O	8%	-2%	-1	-6%	-3.1	12%	10%	-0.6
CCC(C)NC(=O)CNC(=O)c1nn(-c2ccc(OC)cc2OC)c(=O)c2ccccc12 (stereo not given)	7%	-4%	-12	-2%	-0.8	10%	-3%	0.5
CN1C(=O)C(CC(=O)Nc2ccc(F)cc2)N(Cc2cccs2)C1=S (stereo not given)	9%	-6%	2	-13%	0.2	-1%	3%	0.6
CCN(c1ccccc1)S(=O)(=O)c1ccc(Cl)c(NC(=O)CN(C)Cc2cccc(F)c2)c1	1%	1%	3	0%	-2.3	10%	12%	-5.3
O=C(CCNC(=O)c1ccc([N+](=O)[O-])cc1)NNC(=O)c1ccncc1	7%	-5%	6	3%	0.7	-7%	-2%	-3.6
COc1ccnc2c1c(=O)n(Cc1ccc(Cl)cc1)c(=O)n2C	3%	4%	-1	4%	1.3	-17%	7%	0.2
CS(=O)(=O)N(CC(=O)NCCSCc1ccccc1)c1ccccc1F	6%	-7%	8	-5%	-0.6	9%	13%	0.1
N#CC1=C(N)OC2=C(CCc3ccccc32)C1c1ccccc1Cl (stereo not given)	-1%	-1%	3	-5%	-4.0	-13%	22%	-0.5

Of the compounds above, twelve contain a Cl atom.
SMILES	EPAC2 agonist	PLK1 PBD inh	PI5P4K alpha inh	WRN inhibitor	CCT chaperon mod	EPAC1 antag	EPAC1 ag	IL2 activator
CC(C)CN(C(=O)COC(=O)/C=C/c1ccc(Cl)c(Cl)c1)c1c(N)n(Cc2ccccc2)c(=O)[nH]c1=O	-5%	-3%	0	7%	-1.6	-6%	2%	-3.1
Cc1[nH]c(C)c(S(=O)(=O)N2CCN(c3cccc(Cl)c3)CC2)c1C(=O)N1CCCCC1	6%	6%	2	-1%	0.2	-5%	-3%	-0.2
CC1=NN(C(N)=S)C(=O)C1N=Nc1ccccc1Cl (stereo not given)	-2%	-30%	-5	0%	2.5	20%	2%	0.8
COc1ccc(CCN(C)C(=O)c2cc(S(=O)(=O)N3CCCCC3)ccc2Cl)cc1OC	14%	-9%	-3	5%	-0.3	-5%	14%	0.5
Cc1cccnc1NC(=O)CCCNC(=O)c1ccc(Cl)cc1	9%	-1%	-4	0%	-0.5	-2%	1%	-1.1
COc1cc(Cl)c(C)cc1Nc1ncccn1	8%	-9%	11	-6%	2.1	-7%	-6%	-4.8
CSC1=NC(C(Cl)(Cl)Cl)N=C(c2ccc(C)cc2)N1 (stereo not given)	6%	-8%	-5	-2%	2.4	2%	-6%	3.7
CCCCNC(=O)[C@H](Cc1c[nH]c2ccccc12)NC(=O)c1ccccc1Cl	6%	-1%	0	-7%	2.5	-4%	-2%	-3.5
N/C(COc1cccc(Cl)c1)=N\O	8%	-2%	-1	-6%	-3.1	12%	10%	-0.6
CCN(c1ccccc1)S(=O)(=O)c1ccc(Cl)c(NC(=O)CN(C)Cc2cccc(F)c2)c1	1%	1%	3	0%	-2.3	10%	12%	-5.3
COc1ccnc2c1c(=O)n(Cc1ccc(Cl)cc1)c(=O)n2C	3%	4%	-1	4%	1.3	-17%	7%	0.2
N#CC1=C(N)OC2=C(CCc3ccccc32)C1c1ccccc1Cl (stereo not given)	-1%	-1%	3	-5%	-4.0	-13%	22%	-0.5
